p53 reactivator: re-activators of mutant p53; H1299 p53-A138V BP100-luciferase reporter, luminescence, 24 h; Potency, µM (doses to about 92.2 µM), for the others: at the highest dose activity change, positive = activation, actives largely listed as activators; hit rate 0.063% among 320,000; AID 504706; further: potency means the concentration at half of the fitted maximal effect; % of control where 0% means no effect; nearly all actives have a fitted effect of over 45% in size
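p53-null H1299 cells stably carrying temperature-sensitive p53-A138V and a BP100-luciferase reporter were pinned with compounds (4-point, 1:5 series) and held 24 hrs at 37 deg C. Luminescence was read 10 min after detection reagent.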
VP16 counter: Gal4-VP16 reporter inhibition counter-screen; Drosophila S2 Gal4-VP16 UAS-luciferase, luminescence, 20 h; Potency, µM (highest dose often 53.6 µM), for the others: at the top dose activity, negative = inhibition, hits mostly inhibitors; hit rate 3.5% among 310,000; AID 2546;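 further: Gal4-VP16 expression switched on by copper sulfate through the metallothionein promoter; potency means the concentration at half of the fitted maximal effect; on the % scale 0 is the no-effect control and ±100 the full control effect; nearly all actives have a fitted effect of over 50% in size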
RORgamma inh: inhibitors of mouse ROR gamma transcriptional activity; Potency, µM (series often up to 53.6 µM), for inactives: at the top dose activity change, negative = inhibition, actives largely listed as inhibitors; Drosophila S2 Gal4-RORgamma UAS-luciferase reporter, 20 h; hit rate 5.4% among 310,000; further: potency means the concentration at half of the fitted maximal effect; on the % scale 0 is the no-effect control and ±100 the full control effect; nearly all actives have a fitted effect of over 60% in size
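Drosophila Schneider cells stably carrying a metallothionein-driven Gal4 DBD–ROR gamma fusion and a UAS-Photinus luciferase reporter were exposed to compound for 1 hr, then induced with copper sulfate (700 uM final) for 20 hr at ambient temperature before luminescence reading.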
FLuc counter: firefly luciferase modulation, counter-screen for miR-21 project; hit rate 6.9% among 360,000; Potency, µM (doses to about 57.5 µM), for inactives: top-dose activity change, negative = inhibition, most hits filed as inhibitors; P08659; purified FLuc, Km substrates, luminescence inhibition; AID 588342;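 further: potency means the concentration at half of the fitted maximal effect; plate controls were vehicle for no effect and reference inhibitor for full effect; nearly all actives have a fitted effect of over 55% in size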
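Purified P. pyralis luciferase (10nM final) with 10uM D-luciferin and 10uM ATP (Km levels) in 50mM Tris acetate pH 7.5, 10mM Mg acetate, 0.01% Tween-20, 0.05% BSA; qHTS 6-point titration, ~60 µM downward; luminescence read.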
NPC1 prom act: NPC1 promoter activation | Huh7 NPC1 promoter luciferase reporter, 24 h | Potency, µM (highest dose often 9.22 µM), inactives show at the highest dose activation, usual class: activators | hit rate 2.4% among 320,000;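 further: potency means the concentration at half of the fitted maximal effect; % of control where 0% means no effect; nearly all actives have a fitted effect of over 60% in size; reporter is driven by a mutant NPC1 promoter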
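Cells: Huh7 expressing luciferase under the NPC1 promoter, 1500/well. Seeded 2 h, compound added, incubated 24 h at 37 °C. Luciferase reagent, 10 min ambient, then luminescence.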
ELG1 genotoxic: induces genotoxicity in HEK293T cells with luciferase-tagged ELG1. HEK293T ELG1-luciferase reporter, luminescence, 16 h. Potency, µM (highest dose often 46 µM), for the others: top-dose activity change, positive = activation, actives largely listed as activators. hit rate 1.3% among 330,000. AID 504466; further: potency means the concentration at half of the fitted maximal effect; % of control where 0% means no effect; nearly all actives have a fitted effect of over 60% in size
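Luminescence read-out: rising ELG1-luciferase signal, reflecting elevated ELG1 protein under genetic stress, flags genotoxic compounds. Cells were treated for 16 hr at 37 °C before ONE-Glo detection.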
TRPV1 agonist: human TRPV1 agonism; TRPV1-expressing cells, Fluo-8 calcium influx, agonist mode; activation, % at 8.33 µM; Q8NER1; hit rate 0.19% among 320,000; in the data active means activation above about 80%; inconclusive means between about 30% and that limit; further: 0% is about no effect
Target sequence (Q8NER1 whole entry, looked up): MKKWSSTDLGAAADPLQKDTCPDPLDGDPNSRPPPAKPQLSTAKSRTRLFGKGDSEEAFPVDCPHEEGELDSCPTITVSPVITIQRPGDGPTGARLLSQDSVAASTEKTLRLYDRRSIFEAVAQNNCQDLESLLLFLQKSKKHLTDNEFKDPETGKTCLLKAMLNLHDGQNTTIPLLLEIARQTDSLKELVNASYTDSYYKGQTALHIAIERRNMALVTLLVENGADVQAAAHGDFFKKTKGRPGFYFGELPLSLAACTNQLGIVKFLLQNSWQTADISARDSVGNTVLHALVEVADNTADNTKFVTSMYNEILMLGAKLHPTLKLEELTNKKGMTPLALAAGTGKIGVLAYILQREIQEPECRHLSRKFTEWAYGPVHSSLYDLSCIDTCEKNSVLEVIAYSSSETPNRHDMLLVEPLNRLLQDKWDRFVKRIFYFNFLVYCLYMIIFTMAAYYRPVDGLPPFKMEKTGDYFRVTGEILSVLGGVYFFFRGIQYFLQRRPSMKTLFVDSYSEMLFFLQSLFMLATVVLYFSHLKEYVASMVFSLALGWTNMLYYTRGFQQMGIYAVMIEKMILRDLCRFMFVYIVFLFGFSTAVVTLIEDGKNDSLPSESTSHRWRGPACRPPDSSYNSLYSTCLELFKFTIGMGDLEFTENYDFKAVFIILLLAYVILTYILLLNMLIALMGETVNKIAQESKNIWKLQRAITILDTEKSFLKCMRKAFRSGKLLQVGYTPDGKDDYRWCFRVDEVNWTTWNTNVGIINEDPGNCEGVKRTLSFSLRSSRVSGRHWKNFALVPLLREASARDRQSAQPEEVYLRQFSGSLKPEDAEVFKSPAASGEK
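Fluo-8 calcium influx in TRPV1-expressing cells, kinetic read (ex 480/em 520 nm). Compound added and read 3 min for agonist activity, followed by capsaicin at EC20 final and 2 min further read for enhancement.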
Rab9 prom act: activators of Rab9 promoter; AID 485297; Potency, µM (titrated, usually from 9.22 µM), inactives show at the top dose activation, negative = inhibition, actives largely listed as activators; hit rate 2.8% among 320,000; Huh7 Rab9 promoter-luciferase reporter, luminescence, 24 h; further: potency means the concentration at half of the fitted maximal effect; % of control where 0% means no effect; nearly all actives have a fitted effect of over 60% in size
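Rab9 promoter-driven luciferase in stably transfected Huh7 cells; 1500 cells/well rested 2 h, exposed to compound in DMSO for 24 h at 37 °C, 5% CO2. Luminescence read 10 min after adding luciferase reagent at ambient temperature.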
Tb PFK inh: blocks T. brucei phosphofructokinase; T. brucei PFK, ADP-Glo luminescence; hit rate 0.17% among 330,000; O15648; Potency, µM (series often up to 57.5 µM), for inactives: at the highest dose activity, negative = inhibition, usual class: inhibitors;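 further: potency means the concentration at half of the fitted maximal effect; 0% = uninhibited 1x PFK enzyme wells and -100% = no-enzyme wells; nearly all actives have a fitted effect of over 60% in size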
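1.25 nM PFK with 0.5 mM F6P and 0.1 mM ATP in 0.1 M TEA pH 8.0, 5 mM MgCl2, incubated 45 min at room temperature; ADP measured by ADP-Glo luminescence; compounds titrated up to 57 uM.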
BRCA1 expr act: activators of BRCA1 expression. Potency, µM (doses to about 46.1 µM), without a hit: at the highest dose activation, usual class: activators. MCF7-BRCA1-FFLuc reporter, luminescence, 48 h; response scale: scaled: vehicle 0%, 10 µM genistein 100%. hit rate 1.1% among 380,000. AID 624202; further: potency means the concentration at half of the fitted maximal effect; nearly all actives have a fitted effect of over 80% in size; some results filed as inactive show a strong effect at the top dose
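MCF7-BRCA1-FFLuc, 2000 cells/well; 2 h attach, 37 °C/5% CO2; compound 48 h; luciferase substrate 15 min; luminescence end-point. Norm. to genistein 10 microM max activation and DMSO; concentration-response curves fitted.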
ELG1 DNA repair: inhibitors of ELG1-dependent DNA repair in HEK293T cells | HEK293T ELG1-luciferase reporter, luminescence, 16 h; DNA damage induced by 5-fluorouridine | AID 504467 | hit rate 2.3% among 330,000 | Potency, µM (titrated, usually from 46.1 µM), without a hit: at the highest dose activity change, negative = inhibition, hits mostly inhibitors; further: potency means the concentration at half of the fitted maximal effect; on the % scale 0 is the no-effect control and ±100 the full control effect; nearly all actives have a fitted effect of over 55% in size
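In this reporter screen, reduction of luminescence relative to DMSO vehicle indicated activity. Compounds and 5-fluorouridine were added together to 2,000 cells per well, incubated for 16 hr at 37 °C, then developed with ONE-Glo.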
* hit, by the source's call; u = inconclusive; x = no result given; & = joins results of further samples; [ ] = dose if it differs, or a comment. Unless noted, the call rests on the fitted dose curve; in most records, active means well fitted curve in the direction sought with a large enough effect; inconclusive means small, poorly fitted or top-dose-only effect, or another doubt; inactive means no such curve, though single readings can be large; an effect the other way counts as inactive or inconclusive.

Order of values: p53 reactivator | VP16 counter | RORgamma inh | FLuc counter | NPC1 prom act | ELG1 genotoxic | TRPV1 agonist | Rab9 prom act | Tb PFK inh | BRCA1 expr act | ELG1 DNA repair
- CCOC(=O)/C(C#N)=C/c1cc2ccccc2nc1N1CCCCC1
    12% | 13% | u | -1% | 2% | -4% | 18 | -5% | 1% | 15% | 7%
- Cc1cc(NC(=O)c2cccc(S(=O)(=O)N3CCCC3)c2)no1
    -6% | 3%[0.365 µM] | -9% | -8% | 0% | 0% | 2 | -4% | 1% | 0% | -3%
- CC1CCN(Cc2c(C(=O)N/N=C/c3ccccc3O)nnn2-c2nonc2N)CC1
    12% | 7.9µM* | 10µM* | 0% | -31%[inhibitor] | 2% | 0 | -41%[inhibitor] | 3% | -85% | u
- O=C(Nc1c(-c2cccs2)nc2ccccn12)c1ccc2ccccc2c1
    -1% | -11% | -2% | -2% | -3% | 3% | 6 | 0% | 0% | x | u
- O=C(O)/C=C\C(=O)Nc1ccc(OC(F)F)cc1
    -2% | -9% | 1% | u | -2% | 1% | 1 | -6% | 0% | 0% | 2%
- CCc1sc(-c2c(C#N)c(N)nc3c2CCCCCC3)cc1[N+](=O)[O-]
    -5% | -15% | 0% | -2% | -6% | 1% | -3 | -1% | 2% | -7% | 14%
- COc1ccc(OC)c(C(=O)COC(=O)c2ccc([N+](=O)[O-])o2)c1
    u | x | x | x | x | 1% | x | x | -1% | 0% | 16%
- CC1=C(C(=O)Nc2ccccc2)C(c2ccc(Cl)cc2)n2c(s/c(=C/c3cccc(OCC(=O)O)c3)c2=O)=N1 (centres undefined)
    0% | -14%[10 µM] | u | u | -5% | 0% | 7 | -1%[1.84 µM] | u | -1% | u
- CCC(NC(=O)c1ccc([N+](=O)[O-])cc1[N+](=O)[O-])c1ccccc1 (centres undefined)
    1% | 3% | -15% | 2% | 20% | 2% | -1 | -3% | 1% | -43% | 4%
- CCCCCN(C(=O)CCC(=O)OCCOc1ccc(OC)cc1)c1c(N)n(CCCC)c(=O)[nH]c1=O
    -8% | x | x | 4% | -3% | 0% | -1 | 1% | 1% | -18% | -22%

A portion from the list above, for reference:
Order of values: p53 reactivator | VP16 counter | RORgamma inh | FLuc counter | NPC1 prom act | ELG1 genotoxic | TRPV1 agonist | Rab9 prom act | Tb PFK inh | BRCA1 expr act | ELG1 DNA repair
- CC1=C(C(=O)Nc2ccccc2)C(c2ccc(Cl)cc2)n2c(s/c(=C/c3cccc(OCC(=O)O)c3)c2=O)=N1 (centres undefined)
    0% | -14%[10 µM] | u | u | -5% | 0% | 7 | -1%[1.84 µM] | u | -1% | u
- CCC(NC(=O)c1ccc([N+](=O)[O-])cc1[N+](=O)[O-])c1ccccc1 (centres undefined)
    1% | 3% | -15% | 2% | 20% | 2% | -1 | -3% | 1% | -43% | 4%
- CCCCCN(C(=O)CCC(=O)OCCOc1ccc(OC)cc1)c1c(N)n(CCCC)c(=O)[nH]c1=O
    -8% | x | x | 4% | -3% | 0% | -1 | 1% | 1% | -18% | -22%

(further entries)
Order of values: p53 reactivator | VP16 counter | RORgamma inh | FLuc counter | NPC1 prom act | ELG1 genotoxic | TRPV1 agonist | Rab9 prom act | Tb PFK inh | BRCA1 expr act | ELG1 DNA repair
- Cc1ccnc(NC(=O)c2ccc(Cl)c(S(=O)(=O)N3CCCC3)c2)c1
    7% | x | x | 19µM* | u | u | u | u | 1% | 7.1µM* | 21%
- Oc1ccc2ccccc2c1N=Nc1ccc(F)cc1
    5%&7% | 1%&-3% | -18%&-8% | -20%&-6% | 28%&21% | -1%&-6% | 15&5 | 12%&14% | 3%&1% | -2% | u
- CC1CCCC(NC(=O)c2ccc(COc3ccccc3)o2)C1C (centres undefined)
    x | x | x | -8% | 2% | 1% | -10 | -5% | 0% | 4% | -23%
- Cc1ccc(S(=O)(=O)Cn2nnnc2C(C(C)C)N2CCSCC2)cc1 (centres undefined)
    -2% | -11% | 14% | 1% | -5% | 0% | 14 | -2% | -2% | -7% | 14%
- CC(C)Cn1c(N)c(C(=O)COC(=O)CC23CC4CC(CC(C4)C2)C3)c(=O)n(C)c1=O
    u | u | 13% | u | -16% | -14% | 3 | -24% | 0% | -53% | 3.7µM*
- O=C(CCl)c1cc2c3c(c1)CC(=O)N3CCC2
    -24% | 3.5µM* | 2µM* | 3% | -31%[inhibitor] | 21% | 1 | -24% | -16% | -22% | u
- CC(NCCC1(C(C)C)CCOC(C)(C)C1)c1cccs1 (centres undefined)
    -1% | 4% | -18% | -1% | 3% | -9% | 4 | -2% | 1% | -7% | -4%
- Cc1ccc(S(=O)(=O)NC(=O)Nc2nnc(C3CC3)s2)cc1
    1% | -2% | 10% | -3% | 0% | 0% | 2 | 1% | -5% | 12%[1.84 µM] | 10%
- N#CCCN(C(=O)COC(=O)CCN=C1NS(=O)(=O)c2ccccc21)c1ccc(F)cc1
    7% | x | x | 6% | 1% | -1% | -2 | 2% | -6% | -6% | -4%
- COc1cc(/C=N/NC(=O)C2COc3ccccc3O2)ccc1O (centres undefined)
    5% | -5% | 13% | u | 1% | -4% | 14 | -1% | -3% | -19% | -3%
- O=C(NCCN1C(=O)S/C(=C\c2ccc(Cl)c([N+](=O)[O-])c2)C1=O)C1=COCCO1
    -23% | x | x | 3% | -1% | -48%[inhibitor] | -5 | -8% | 2% | -81% | u
- Cc1ccc(C(=O)CCC(=O)OCc2nnc(-c3ccccc3)o2)cc1
    7% | x | x | u | 0% | -2% | -2 | -3% | 0% | -2% | u
- COCCn1cnnc1SCC(=O)Nc1ccc(Br)cc1F
    -2% | 9% | 4% | -3% | 1% | 1% | -1 | -2% | 1% | -9% | 13%
- O=C(O)CC(NS(=O)(=O)c1ccc(Br)cc1)c1ccco1 (centres undefined)
    -11% | -5% | 0% | 1% | 0% | -1% | 0 | 0% | 1% | 3% | -1%
- CCOC(=O)c1cc(-c2ccco2)nn1-c1ccc(C)cc1
    1% | 3% | 29% | -17% | -4% | 1% | 3 | 1% | -3% | 0% | -26%
- CN(Cc1ccccc1)S(=O)(=O)c1ccc(Cl)c(C(=O)OCC(=O)NC2CCS(=O)(=O)C2)c1 (centres undefined)
    2% | x | x | x | x | 3% | x | x | 1% | -5% | u
- N#Cc1cnn2c(C(F)(F)F)c3c(nc12)CCCC3
    -1% | 14% | 2% | 4% | -2% | 3% | 0 | -2% | 3% | 2% | 6%
- COCCN(CCOC)S(=O)(=O)c1ccc(Cl)nc1
    -1% | 10% | 11% | 0% | 2% | -2% | 2 | 1% | -3% | -10% | 14%
- Nc1c(Br)cc2oc(-c3ccccc3)nc2c1Br
    u | u | -33% | 2.1µM* | 2% | u | 3 | u | -6% | 2% | u
- O=C(Nc1ccc(N2CCCCCC2)cc1)c1cccc(S(=O)(=O)N2CCOCC2)c1
    u | x | x | u | -9% | 1% | 87* | -15% | -3% | -52% | 0%
- CN1CCc2c(sc3c2C(=O)NC(c2ccccc2)N3)C1 (centres undefined)
    u | 3% | 4% | u | 4% | 0% | 6 | 11% | 4% | 37% | u
- CC1(C)CC(=O)N(CC(=O)O)c2ccccc2S1
    -12% | -2% | 2% | 3% | 1% | 0% | -2 | 2% | 1% | 1% | 7%
- CN(CCO)C(=O)CCC(=O)Nc1ccc(S(N)(=O)=O)cc1
    -1% | 1% | -1% | 2% | 7% | 2% | 15 | 2% | -3% | 2% | 3%
- COc1cc(N2C(=O)CSC2=S)cc(OC)c1OC
    2% | -29% | -36% | 0% | 2% | -12% | -1 | -4% | -8% | -28% | -4%
- COc1ccc(/C=C2\CCOC2=O)cc1
    7%&12% | -22%&17% | -7%&-10% | -18%&-13% | 10%&2% | 1%&5% | 6&0 | 13%&9% | -10%&3% | 46% | u
- COc1cc(CNCCO)cc(Br)c1OCc1cccs1
    -8% | 0% | 1% | -2% | 1% | -5% | 2 | -4% | 0% | 1% | -16%
- CCc1noc(C)c1C(=O)N1CCN(S(=O)(=O)c2ccc(Cl)s2)CC1
    -1% | x | x | 4% | 0% | 16% | 0 | 2% | -2% | 10% | 15%
- CCCOc1ccc(C(=O)Nc2ccc(NC(=O)c3cccs3)cc2)cc1
    10% | -7% | 6% | -3% | 1% | 5% | 6 | 12% | 1% | 30% | 1%
- Cc1ccccc1OCCn1c(=S)[nH]c2c(N)ncnc21
    0% | -11% | u | u | 0% | -3% | 4 | -2% | u | -12% | -1%

Screening results from PubChem BioAssay.
